Compound activity: PubChem BioAssay, The Scripps Research Institute Molecular Screening Center
GPR151 activ – activators of human GPR151, primary screen, cell-based, PathHunter beta-arrestin, luminescence; PathHunter beta-arrestin GPR151 cells; G-protein coupled receptor 151 (Homo sapiens), Q8TDV0; activation, % at 11.2 µM; 1% of 650,000 active; in the data active = activation above about 4.9%;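 note: 0% = median of compound wells and 100% = cells with positive control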
Target sequence (Q8TDV0 whole entry, looked up): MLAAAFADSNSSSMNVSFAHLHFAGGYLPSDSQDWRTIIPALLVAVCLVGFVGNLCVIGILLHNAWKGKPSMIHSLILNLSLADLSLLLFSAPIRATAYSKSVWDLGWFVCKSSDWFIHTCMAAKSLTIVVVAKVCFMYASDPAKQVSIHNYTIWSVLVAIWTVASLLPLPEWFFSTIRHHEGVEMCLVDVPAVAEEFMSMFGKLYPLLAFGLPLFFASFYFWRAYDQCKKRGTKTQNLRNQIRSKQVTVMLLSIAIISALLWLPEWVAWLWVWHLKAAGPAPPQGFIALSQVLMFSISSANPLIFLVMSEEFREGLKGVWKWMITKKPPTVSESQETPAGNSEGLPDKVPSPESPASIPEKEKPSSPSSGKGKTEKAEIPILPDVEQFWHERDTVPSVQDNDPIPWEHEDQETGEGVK
TEAD-YAP inh – TEAD-YAP interaction inhibition, primary screen, TEAD-YAP interaction inhibitor project, luminescence, HEK-TIYL cells. 1.4% of 640,000 active. TEAD-Gal4/YAP UAS-luciferase luminescence. inhibition, % at 9.12 µM; in the data active = inhibition above about 32%;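 note: 0% = median of test compound wells and 100% = reference inhibitor wells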
FBW7 activator – FBW7 E3 ligase activators, primary screen, biochemical, AlphaScreen, human; 0.13% of 650,000 active; AlphaScreen FBW7–phospho-cyclin E peptide binding, activator screen; F-box/WD repeat-containing protein 7 (Homo sapiens), Q969H0; normalized activity (activation), % at 26.1 µM; in the data active = normalized activity above about 1.9%;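 note: purified mutant Fbw7 with reduced substrate affinity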
MITF inh – MITF inhibitors, primary screen, biochemical, AlphaScreen, human | Microphthalmia-associated transcription factor (Homo sapiens), O75030 | AlphaScreen MITF homodimerization, bead proximity signal | inhibition, % at 2.6 µM | 0.91% of 650,000 active; in the data active = inhibition above about 50%;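 note: 0% = vehicle wells with protein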
Target sequence (O75030 whole entry, looked up): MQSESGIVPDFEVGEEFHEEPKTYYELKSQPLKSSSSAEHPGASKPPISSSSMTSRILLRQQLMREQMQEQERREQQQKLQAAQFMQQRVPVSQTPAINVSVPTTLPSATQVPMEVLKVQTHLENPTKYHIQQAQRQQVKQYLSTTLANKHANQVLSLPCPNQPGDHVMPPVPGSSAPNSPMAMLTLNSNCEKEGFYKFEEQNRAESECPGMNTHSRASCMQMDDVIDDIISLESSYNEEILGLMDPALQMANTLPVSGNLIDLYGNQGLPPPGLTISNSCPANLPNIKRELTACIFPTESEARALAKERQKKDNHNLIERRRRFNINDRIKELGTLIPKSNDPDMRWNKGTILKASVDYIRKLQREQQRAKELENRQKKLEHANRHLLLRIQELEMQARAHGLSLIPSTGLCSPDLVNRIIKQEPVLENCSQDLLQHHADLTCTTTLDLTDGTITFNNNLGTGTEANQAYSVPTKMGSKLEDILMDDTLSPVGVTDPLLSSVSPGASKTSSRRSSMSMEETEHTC
Active calls of the source: *; & = joins results of further samples.

SMILES	GPR151 activ	TEAD-YAP inh	FBW7 activator	MITF inh
O=C(NCc1ccco1)C1CC(=O)N(CCc2ccccc2)C1 (centres undefined)	-0.2	0	0.1	5
COc1ccc([N+](=O)[O-])cc1NC(=O)c1sc2ncn(CC(=O)Nc3ccc(C(C)C)cc3)c(=O)c2c1C	-0.4	2	0.7	-10
CC(C)N(C)C(=O)C(=O)c1cccn1-c1cccc(Cl)c1C#N	0.5	0	0.2	-2
O=C(CC1S/C(=N/N=C/c2cccc(Cl)c2)NC1=O)Nc1ccccc1 (centres undefined)	1.4	4	-0.1	5
O=C(CC1CCCCC1)Nc1ccc(Cl)c([N+](=O)[O-])c1	1.2	-7	0.2	10
CCOC(=O)c1ccccc1NS(=O)(=O)c1ccc(OCC)cc1	-2.3	48*	0.0	-15
O=C(NC1CCCc2ccccc21)C1CCCN(S(=O)(=O)c2cnc[nH]2)C1 (centres undefined)	0.5	3	0.0	-22
Cc1nc2n(n1)C(c1ccc(Cl)cc1)C=C(c1ccc(Cl)cc1)N2 (centres undefined)	4.5	4	0.0	0
Cc1ccc(NC(=O)Cn2c(C)nc3sc(C)c(C)c3c2=O)cc1Cl	-0.1	5	-0.2	6
CCOC(=O)c1cnc2ccc(OC)cc2c1Nc1ccc(Cl)cc1C	0.7	-3	0.2	15
O=C1CCCN1CCCNc1ccnc(NCc2ccc3c(c2)OCO3)n1	1.3	-2	0.0	3
CCCCN(CCCC)S(=O)(=O)c1ccc(NC(=O)C(=O)OCC)cc1	-2.4	2	0.3	16
CCOC(=O)Cn1c(=O)oc2cc(S(=O)(=O)Nc3ccc(C)cc3)ccc21	-0.4	-4	0.0	-14
CCCc1nnc(SCC(=O)Nc2ccc(OCC)cc2)n1-n1cccc1	-1.3	0	0.1	-5
COC(=O)/C(C#N)=C/c1c(Oc2ccc(C)cc2C)nc2c(C)cccn2c1=O	-0.2	-3	0.0	-8

Next records.
SMILES	GPR151 activ	TEAD-YAP inh	FBW7 activator	MITF inh
COc1cccc(NC(=O)c2sc3nc4ccc(C)cc4cc3c2N)c1	-1.4	-31	-0.2	2
C=CCN(CC=C)S(=O)(=O)c1ccc(C(=O)Nc2sc3c(c2C(=O)OCC)CCN(C)C3)cc1	-0.1	0	0.0	1
CCCc1cc(=O)[nH]c(SCC(=O)Nc2ccc(C)cc2C)n1	-0.1	11	0.1	22
CN1C(=O)C(C)(C)c2cc(S(=O)(=O)N3CCCC(C(=O)NCC4CCCO4)C3)ccc21 (centres undefined)	-0.8	-7	-0.3	-3
O=C(O)CCCC(=O)Nc1nc(-c2ccc(Cl)cc2Cl)cs1	0.3	15	0.0	2
COc1ccc(OC)c(/C=C(/NC(=O)c2ccc(F)cc2)C(=O)O)c1	-0.1	7	0.0	-7
N#Cc1ccc(NC(=O)COC(=O)CNC(=O)C2CCCCC2)cc1	0.9	5	0.0	19
Nc1ncc(CN2CCN(Cc3ccsc3)C(CCO)C2)cn1 (centres undefined)	-2.7	-5	-0.1	-1
CC1(C)CC(=O)C2=C(C1)Nc1ncnn1C2c1ccc(Br)cc1 (centres undefined)	1.8	6	0.0	-8
COc1ccc(N(C(=O)c2cc3ccccc3oc2=O)C2C=CS(=O)(=O)C2)cc1 (centres undefined)	1.3	-1	0.0	12
O=C(Cc1c(F)cccc1Cl)Nc1cc(C(=O)N2CCN(c3ccc(F)cc3)CC2)ccc1N1CC2CC(C1)c1cccc(=O)n1C2 (centres undefined)	-0.1	3	-0.1	9
O=C(CN1CCC(O)(c2ccccn2)CC1)N(C1CCCCC1)C1CCCCC1	-0.4	18	0.9	13
CCc1nnc(SCC(=O)Nc2nccs2)n1-n1cccc1	1.2	-5	-0.1	-9
O=C(CSc1nnc(COc2cccc3ccccc23)o1)Nc1ccccc1[N+](=O)[O-]	-0.7	4	-0.2	-2
COc1ccc(-n2nc3c(c2NC(=O)CCC2CCCC2)CSC3)cc1	0.8	-2	0.1	-2

(further entries)
SMILES	GPR151 activ	TEAD-YAP inh	FBW7 activator	MITF inh
O=C(c1csc(-n2cccc2)n1)N1CCN(c2ccccn2)CC1	-1.5	2	-0.4	60*
O=C(CCCn1c(SCc2cc(=O)n3cc(Cl)ccc3n2)nc2ccccc2c1=O)NCC1CCCO1 (centres undefined)	-0.1	9	0.2	4
Cc1ccc(C)c(OCC(=O)Nc2sc3c(c2C(N)=O)CCCC3)c1	-0.6	0	-0.1	-121
Cc1cccc(Oc2cc(NC(=O)c3cc4n(n3)C(C(F)(F)F)CC(c3cccs3)N4)cc([N+](=O)[O-])c2)c1 (centres undefined)	0.8	0	-0.1	3
O=C(NCC1COc2ccccc2O1)c1ccc(F)cc1 (centres undefined)	2.3	-65	0.1	9
COc1cccc(NC(=S)Nc2ccc(NC(C)=O)cc2)c1	-1.2	-9	-0.1	-3
COc1ccc(NC(=O)CN(c2ccc(F)cc2)S(C)(=O)=O)cc1Cl	1.6	0	0.0	4
CC1(Cc2ccc(Cl)s2)C(=O)Nc2cccc(Cl)c21 (centres undefined)	-0.5	3	0.2	-14
Cc1nc2cnc(-c3ccc(N(C)C)cc3)cn2c1NC(=O)c1ccco1	0.2	-2	-0.2	5
COc1cc(-c2ccc(=O)[nH]n2)ccc1OC(F)F	0.0&-0.8&1.1&-2.0	-14&-8	-0.1&0.6&0.7&0.5	0&2&18&-4
CS(=O)(=O)N(CC(=O)Nc1cccc(Cl)c1)c1ccc(Cl)c(C(F)(F)F)c1	-0.1	8	0.0	4
Cn1nc(C(=O)Nc2ccc(Br)cc2)cc1C(=O)Nc1ccc(Br)cc1	0.1	6	0.0	2
CN1C(=O)/C(=C2\SC(=Nc3ccccc3)N(c3ccccc3)C2=O)c2ccccc21	0.4	7	-0.1	-2
COc1ccc(C(NC(C)=O)NC(C)=O)cc1OC	0.9	10	0.0	1
O=C(CCCCn1c(=O)[nH]c2ccccc2c1=O)NCCc1ccc(Cl)cc1	-0.7	5	0.2	4

Continued.
SMILES	GPR151 activ	TEAD-YAP inh	FBW7 activator	MITF inh
O=C(CN(C(=O)c1ccccc1)N1C(=O)CCC1=O)c1ccccc1	-1.1	12	0.4	7
COc1ccc(OC)c(NC(=O)C(=O)N/N=C/c2ccccc2O)c1	-0.9	3	0.0	7
CCC(=O)N1CCc2cc(S(=O)(=O)NCc3ccccc3)ccc21	0.3	1	-0.4	7
COc1cc(-c2cc(C(=O)NCc3ccco3)c3ccccc3n2)cc(OC)c1OC	0.9	19	0.1	10
Cc1ccc(-c2cc(C(F)(F)F)n3nc(C(=O)Nc4cccc(CCC#N)c4)cc3n2)cc1	-0.9	-1	-0.1	-3
CCOC(=O)CC(=O)CSc1nc2c(sc(=S)n2-c2ccccc2C)c(=O)n1-c1ccc(C)cc1	2.5	5	0.2	4
CN(C)c1ccc(NC(=O)Nc2ccc(Cl)cc2)cc1	-2.7	-52	0.1	21
C=CCN1C(=S)N[C@@H]2CS(=O)(=O)C[C@@H]21	1.5	-7	-0.1	-10
CCN(CC)C(=O)/C(=C/c1ccccc1)NC(=O)c1ccc(Br)cc1	-0.1	-4	-0.2	-11
Cc1cc(C)c(C(=O)Nc2ccc(F)c(Cl)c2)c(C)c1	-0.1	-11	0.0	8
O=C(NC1CCCC1)C(c1ccco1)N(C(=O)c1ccco1)c1ccccc1 (centres undefined)	-1.0	-5	0.0	-1
O=C(Nc1ccc(Cl)cn1)N1CCOCC1	-0.7	-11	-0.3	-3
CC(C)n1cnc2c(NCCN3CCOCC3)nc(Nc3ccc(-n4ccnc4)cc3)nc21	6.2*	15	0.0	12
CCOc1ccc2nc(NS(=O)(=O)c3ccc4c(c3)n(C)c(=O)n4C)sc2c1	-0.1	9	-0.1	-9
O=C(NC1CCCCC1)c1c(O)c2cccc3c2n(c1=O)CC3	-0.2	4	0.0	10

Grouped by structure, those above containing an aryl thioether with sulfur outside any ring (six)
SMILES	GPR151 activ	TEAD-YAP inh	FBW7 activator	MITF inh
CCCc1nnc(SCC(=O)Nc2ccc(OCC)cc2)n1-n1cccc1	-1.3	0	0.1	-5
CCCc1cc(=O)[nH]c(SCC(=O)Nc2ccc(C)cc2C)n1	-0.1	11	0.1	22
CCc1nnc(SCC(=O)Nc2nccs2)n1-n1cccc1	1.2	-5	-0.1	-9
O=C(CSc1nnc(COc2cccc3ccccc23)o1)Nc1ccccc1[N+](=O)[O-]	-0.7	4	-0.2	-2
O=C(CCCn1c(SCc2cc(=O)n3cc(Cl)ccc3n2)nc2ccccc2c1=O)NCC1CCCO1 (centres undefined)	-0.1	9	0.2	4
CCOC(=O)CC(=O)CSc1nc2c(sc(=S)n2-c2ccccc2C)c(=O)n1-c1ccc(C)cc1	2.5	5	0.2	4

Other entries.
SMILES	GPR151 activ	TEAD-YAP inh	FBW7 activator	MITF inh
N#Cc1nc(COc2ccc(Br)cc2)oc1NCc1ccco1	1.3	6	23*	5
COc1ccc(S(=O)(=O)N2Cc3ccccc3CC2C(=O)NC(C)(C)C#N)cc1 (centres undefined)	0.1	-5	-0.2	-4
CN(C)C(=O)NCCSCc1ccccc1Cl	-0.7	-20	-0.2	-18
CC(C)CNC(=O)CN(c1cccc(Br)c1)S(=O)(=O)c1ccccc1	1.7	-2	0.1	-6
O=C(NN=C1CCCCCC1)c1ccc(F)cc1	2.6	-40	0.0	9
CCOC(=O)c1cc2c3ccccc3n(CC)c2nc1N	-2.0	7	-0.1	17
NC(=O)c1nc(-c2cccnc2)nc2c1[nH]c(=O)n2Cc1ccccc1	-0.2	0	-0.1	13
COC(=O)C1=CN(Cc2ccc(C)cc2)C=C(C(=O)OC)C1c1ccc(OC(F)(F)F)cc1	-1.3	1	0.8	-17
COc1ccc(C(=O)N(CC2CCC2)CC2CCCO2)cc1OC1CCN(C(C)C)CC1 (centres undefined)	1.7	-7	-0.1	-10
CC(C)CNC(=O)c1cccc(NC(=O)CSCc2ccccc2)c1	-0.2	0	0.1	22
CCCCOc1ccc(C2NC(=O)NC2=O)cc1 (centres undefined)	-0.3	4	-0.1	5
Cn1c(=O)c2c(nc(SCC(=O)Nc3sc4c(c3C#N)CCCC4)n2C)n(C)c1=O	3.3	-3	0.0	-14
CN(CCNC(=O)CCn1nc(-c2ccc(Cl)cc2)ccc1=O)Cc1ccccc1	1.0	5	-0.3	5
COc1ccc(S(=O)(=O)N2CCCC2)cc1	0.1	9	0.2	8
O=C(O)c1ccc(NC(=O)C2CC(=O)N(Cc3ccc4c(c3)OCO4)C(=Nc3cccc(C(F)(F)F)c3)S2)cc1 (centres undefined)	0.8	15	0.0	0

(listing goes on)
SMILES	GPR151 activ	TEAD-YAP inh	FBW7 activator	MITF inh
Cn1c2ccccc2c2nnc(SCC(=O)N3CCCC3)nc21	0.1	9	0.2	23
O=S(=O)(c1ccccc1F)N1C2CCC1CC(O)(c1ccccc1F)C2 (centres undefined)	0.6	-10	-0.2	-17
Cc1ccccc1C(=O)Nc1ccc2oc(=O)ccc2c1	-0.6	0	-0.2	3
COC(CNC(=O)c1ccc2c(c1)nc(C)n2-c1ccc(F)c(F)c1)OC	-0.8	3	0.0	7
COc1ccc(OC)c(N2CC(c3nc4ccccc4n3C)CC2=O)c1 (centres undefined)	4.5	7	-0.1	0
CC(NC(=O)C1CCOCC1)c1nnc2n1CCN(Cc1ccccc1-c1ccco1)CC2 (centres undefined)	1.4	2	0.1	-8
O=C(Cc1ccccc1)Nc1ccnn1C1CCN(Cc2cccn2-c2cccnc2)CC1	-2.0	-7	0.0	8
COc1ccccc1C(=O)Nc1c2c(nn1-c1ccc(C)cc1)CSC2	-1.0	8	0.1	15
CCOc1cccc(C2c3c(-c4ccccc4O)n[nH]c3C(=O)N2CCCO)c1 (centres undefined)	0.9	-4	-0.3	8
O=C(CNC(=O)COc1ccccc1)N=Nc1c(O)[nH]c2ccccc12	1.2	-12	0.2	-5
CC1CN(C(=O)CCC(=O)NCCCN2CCN(C)CC2)c2ccccc2O1 (centres undefined)	0.4	7	0.1	5
COc1cccc(-c2cnnc(N(C)Cc3cccc(-n4nc(C)cc4C)c3)n2)c1	-0.2	-12	-0.2	4
COc1ccc(N2C(=O)c3ccc(C(=O)OCC(=O)c4ccc(F)cc4)cc3C2=O)cc1	1.6	-2	-0.4	4
CC(=O)c1cccc(NC(=O)COC(=O)[C@H](C(C)C)N2C(=O)c3ccccc3C2=O)c1	0.6	2	0.1	13
O=S1(=O)C=C(N2CCCCC2)c2ccccc21	0.2	6	-0.2	11

(further entries)
SMILES	GPR151 activ	TEAD-YAP inh	FBW7 activator	MITF inh
Cc1ccc2c(c1)cc1c(=O)n(CC(=O)NCc3ccccn3)nc(C)n12	1.1	-3	-0.1	3
c1ccc(-c2nnc(SCC3CCOCO3)n2-c2ccccc2)cc1 (centres undefined)	0.7	10	0.5	-2
O=C(O)c1ccc(CNS(=O)(=O)c2ccc(F)c(F)c2F)cc1	-0.6	3	0.0	-24
CCn1c(=NCCc2ccccc2)ccc2ccccc21	1.0	25	0.3	7
NC(=O)Cn1cc(CN2CCCC(CNC(=O)c3ccc4c(c3)OCO4)C2)c2ccccc21 (centres undefined)	0.6	15	-0.1	6
CC(C)(C)c1csc(NC(=O)c2ccccc2S(C)(=O)=O)n1	-0.3	6	0.0	3
O=C(Nc1cccnc1)c1csc2c1CCCC2	0.9	-24	0.2	11

Rows are unselected. About 3.4% of those tested had a hit in this group.
